Autophagy mod: modulators of autophagy | MEF GFP-LC3 puncta imaging; test concentration mostly 10 µM | calls only at 10 µM (by protocol) | 0.98% of 190,000 active;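 active = percentage of spot-positive cells more than 3 SD above its plate mean, without a fluorescence outlier flag or 80% toxicity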;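 note: spot-positive cell cutoff set from DMSO-treated cells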
Insulin prom up: MIN6 insulin promoter up-regulation | MIN6 insulin promoter-GFP reporter, high-content imaging; stronger effect = higher value | z-score at 5 µM | 0.3% of 190,000 active | AID 1625;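 active = z-score above 3 at 5 µM with at least 500 cells counted in the well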
AID2073: inhibitors of Mint1-CaV2.2 protein interaction, biochemical, HTRF (AID 2073); HTRF protein-protein interaction, Mint1-CaV2.2; higher % means a stronger effect; inhibition, % at 20 µM; hits with a dose series show IC50 in µM; 0.19% of 290,000 active; in the data active = inhibition mostly above about 51%, no sharp cut-off; note: some results filed as inactive read as strong as hits
MT stabilize HCS: microtubule stabilization, imaging screen; HeLa tubulin immunostaining HCS, 24 h; share of cells brighter than vehicle mean+2SD; % tubulin-high responders, % at 10 µM; 0.83% of 200,000 active; AID 2205;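 active = plate Z-score above 3 for both tubulin-high and condensed-nucleus cell shares, with cell loss under 80%, at 10 µM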;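 note: anti alpha tubulin signal scored within the nucleus-defined area of each cell; some results filed as inactive read as strong as hits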
HIV fusion peptide: cell-free HIV fusion peptide-binding blockers – biochemical, uHTS, fluorescence dequenching, primary screen (AID 1986); cell-free peptide binding, fluorescence dequenching, 30 min; higher % means a stronger effect; one-dose inhibition, % at 20 µM; IC50 in µM for titrated hits; 0.3% of 290,000 active; in the data active = inhibition mostly above about 52%, no sharp cut-off; inactive = mostly below about 76%; note: some results filed as inactive read as strong as hits
Yfh1-off respiration: mitochondrial function rescue without frataxin homolog – Friedreich's ataxia, plus single-dose screen, dose response (AID 1465). 0.074% of 220,000 active. S. cerevisiae Yfh1-off respiration, WST-1 reduction, 72 h; higher fold induction means a stronger effect. fold induction at 50 µM; hits with a dose series show EC50 in µM;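 active = fold induction of absorbance versus untreated yeast above a set limit, then at least 30% activation at any dose in follow-up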;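 note: activators that raise dye reduction in frataxin-depleted yeast; strong numbers were not always called active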
WT yeast gro inh: growth inhibition of WT yeast, mitochondrial fusion screen; 2.1% of 190,000 active; mitochondrial fusion phenotypic screen, WT strain; inhibition, % at 10 µM; AID 1362; in the data active = inhibition above about 58%; tested in S. cerevisiae
Dynein transport: dynein cargo transport inhibition. AID 1381. 0.47% of 220,000 active. z-score, hits read low. 3617.4 mouse cells, GR-EGFP nuclear translocation imaging; test concentration mostly 20 µM; stimulated with dexamethasone, 1 µM; stronger effect = lower value;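 active = plate z-score of nuclear minus cytoplasmic receptor signal below a set negative limit, without overly bright fluorescence or cell loss, cut at about -3.5 in these data, passing the limit was not always enough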;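 note: z-score of nuclear minus cytoplasmic ring GR-EGFP intensity difference per well; some compounds called inactive have numbers as strong as hits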
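Buffer or medium: tetracycline-free induction medium containing charcoal-stripped FBS / Reagent: dexamethasone agonist, 1.0 µM final, for 30 min / Technique: automated 10x imaging of fixed Hoechst-stained cells / Times: induction 48 h, compound 1 h, agonist 30 min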
bCat nuc transl: modulators of beta-catenin nuclear translocation; HeLa beta-catenin nuclear translocation, immunofluorescence imaging; 0.3% of 190,000 active; nuclear translocation activity, % at 5 µM;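 active = nuclear translocation activity above 50% at 5 µM, with a well cell count of 50 or more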;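 note: per-cell ratio of nuclear to cytoplasmic median beta-catenin stain intensity; plate controls were DMSO negative control for no effect and GSK-3 inhibitor IX positive control for full effect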
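Assay system: human HeLa cells, native beta-catenin; doses: 5 µM primary, 0.02–20 µM confirmation; incubation: compound treatment 24 h, 37°C, 5% CO2; technique: fluorescence imaging of beta-catenin antibody stain plus DAPI; measure: % activation, nuclear-to-cytoplasmic median beta-catenin signal ratio per cell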
WT yeast gro inh mutant strain: second read-out of WT yeast gro inh, no call of its own (marks repeat the call); inhibition, %; mitochondrial fusion phenotypic screen, mutant strain inhibition
Dynein transport cytoplasmic EGFP: also measured in Dynein transport; calls as there; z-score; measured here: cytoplasmic GR-EGFP intensity; stronger effect = higher value
Dynein transport nuclear GR-EGFP: also measured in Dynein transport; calls as there; z-score; measured here: nuclear GR-EGFP intensity;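 lower value marks the stronger effect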
Dynein transport cell count: second read-out of Dynein transport, no call of its own (marks repeat the call); z-score; measured here: cell count per field
Insulin prom up cell count: second read-out of Insulin prom up, no call of its own (marks repeat the call); cell count; measured here: cytotoxicity, nuclei count;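 total cells summed across four imaged fields per well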
bCat nuc transl cell count 5 µM: second read-out of bCat nuc transl, no call of its own (marks repeat the call); cell count; measured here: cell count, cytotoxicity flag
MT stabilize HCS Hoechst-high %: further read-out of MT stabilize HCS, marked with its call; % Hoechst-high responders; measured here: nuclear condensation Hoechst responders;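 share of cells brighter than vehicle mean plus two SD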
MT stabilize HCS cytotoxicity %: further read-out of MT stabilize HCS, marked with its call; toxicity, %; measured here: cytotoxicity by cell density;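 0% = mean cell density of plate MIN control wells and 100% = no cells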
Autophagy mod cell loss 18 h: second read-out of Autophagy mod, no call of its own (marks repeat the call); toxicity, %; measured here: cell loss, nuclei count;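 cell loss after 18 h compound exposure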
Starred values were filed as active, the others as inactive; i = inactive; nt = not tested or not shown; & = joins results of further samples.

SMILES	Autophagy mod	Autophagy mod cell loss 18 h	Insulin prom up	Insulin prom up cell count	AID2073	MT stabilize HCS	MT stabilize HCS Hoechst-high %	MT stabilize HCS cytotoxicity %	HIV fusion peptide	Yfh1-off respiration	WT yeast gro inh	WT yeast gro inh mutant strain	Dynein transport	Dynein transport cytoplasmic EGFP	Dynein transport nuclear GR-EGFP	Dynein transport cell count	bCat nuc transl	bCat nuc transl cell count 5 µM
COC(=O)c1ccc(Sc2ccccc2NS(=O)(=O)c2ccc(OC)cc2)nc1	i	28	0.27	1933	9%	1.8	2.0	5.3	-1.4%	i	9	14	-0.1	-0.23	-0.34	0.31	0.4	1088
CC1CC(C)(C)NC(=S)O1 (stereo not drawn)	i	3	-0.02&0.49	1075&1496	-8%&7%	2.3	1.6	8.9	-0.9%&0.9%	i	-7	-15	-0.14&0.12	-0.21&-0.41	-0.47&-0.55	0.039&0.93	-1.1&1.3	1379&1515
O=C(CSc1ccccc1)Nc1ccc(C(=O)Nc2ccc(O)cc2)cc1	i	13	0.99	1018	-4%	2.5	2.4	0.8	-1.9%	i	-4	-1	-0.00074	-0.34	0.37	-0.27	0.0	1095
O=C(CS(=O)(=O)c1cn(Cc2ccc(F)cc2)c2ccccc12)N1CCCCC1	i	1	0.38	1113	7%	5.8	2.6	3.0	-1.2%	i	4	-5	-0.28	0.011	-0.27	1.6	-6.1	1163
CCCN1CCN(C(=O)c2cc3c(s2)-c2ccccc2S(=O)(=O)C3)CC1	i	-9	0.06	1053	-1%	3.9	2.6	6.0	2.5%	i	7	6	-0.12	0.013	0.2	-0.73	nt	nt
Cc1ccc(S(=O)(=O)N=Nc2c(O)[nH]c3ccccc23)cc1	i	-1	-0.82	974	-10%	2.7	0.9	3.3	-0.4%	i	-20	-39	2	0.14	2	-2	-0.7	1243
CCc1nnc(NC(=O)CSc2ncc(-c3ccccc3)n2C)s1	i	7	-0.76	1191	7%	4.7	3.6	9.0	-3.3%	i	-1	-17	-0.15	-0.2	0.36	-0.66	-6.6	906
COc1ccc(-c2cc3nc(C)cc(NCCO)n3n2)cc1	i	5	0.46	1173	14%	4.2	2.9	8.3	-0.8%	i	-2	-11	-0.86	-0.34	-0.19	0.8	-0.8	896
CCOC(=O)C(C)Oc1cc(Cl)c(C=O)cc1OC (stereo not drawn)	i	6	0.36	1483	2%	2.4	1.6	8.6	3.6%	i	2	8	-0.11	-0.24	0.15	0.24	0.5	1080
O=C(NCc1nnc(SCC(=O)N2CCc3ccccc32)o1)c1cccs1	i	10	-0.11	1123	4%	4.8	1.7	4.2	0.7%	i	-12	-10	-0.086	-0.24	-0.39	1	-1.1	1108
CCOC(=O)C1C2C=CC3(CN(c4ccccc4CC)C(=O)C13)O2 (stereo not drawn)	i	8	nt	nt	nt	1.4	1.3	6.3	nt	i	nt	nt	0.35	-0.23	0.24	-0.67	nt	nt
COc1ccc(C(=O)N2CCCC2)cc1	i	-1	-0.15	840	0%	1.8	1.4	9.4	-1.6%	i	-4	-17	-0.4	-0.23	-0.094	0.53	0.3	1121
Cn1cc(Cl)c(C(=O)Nc2nc3ccc([N+](=O)[O-])cc3s2)n1	i	-1	-0.72	1375	5.2µM*	1.9	1.4	0.2	1.1%	i	5	3	2.4	-0.17	1.2	-0.93	1.2	962
COc1ccc(CCNCCC(=O)Nc2c(C)cc(C)cc2C)cc1OC	i	7	-0.4	1502	4%	2.8	1.3	9.2	1.5%	i	2	-19	0.99	-0.26	0.72	-0.33	0.4	1107
Cc1c(C)n(C)c2ccc(C(=O)Nc3cccc4ccccc34)cc12	i	15	nt	nt	19%	8.5	5.3	13	-3.3%	i	34	15	-0.63	-0.23	-0.82	0.81	nt	nt
CCCCn1nnc(NC(=O)c2ccc(-c3ccccc3[N+](=O)[O-])o2)n1	i	-21	-2	1674	-2%	3.9	1.8	3.7	-2.0%	i	2	8	0.03	-0.31	0.16	0.17	-3.0	1087
CCCCS(=O)(=O)N1CN(S(=O)(=O)CCCC)C2NC(=O)NC21 (stereo not drawn)	i	12	2.6	1182	-5%	2.7	1.5	11	7.9%	i	-1	-1	-1.4	-0.28	-0.33	1.2	-0.2	1498
S=C(Nc1ccccc1)Nc1cc(Cl)ccc1Oc1ccccc1	i	-3	-0.44	1791	-8%	2.6	2.2	6.0	-1.3%	i	3	-5	-1.5	-0.21	-0.8	0.99	-1.7	997
O=C(CCNS(=O)(=O)c1ccc(Br)s1)NC1CCCC1	i	16	0.09	1496	-6%	3.3	1.9	4.5	-2.1%	i	-3	-10	-0.62	-0.35	-0.19	-0.15	-2.1	827
O=C1CC(SC(=Nc2ccccc2)Nc2ccccc2)C(=O)N1c1ccc(Cl)c(Cl)c1 (stereo not drawn)	i	0	-0.44	1116	1%	3.4	1.3	6.7	3.0%	i	62*	24*	3.2	-0.32	1	-0.89	-0.1	563
COC(=O)CN(c1ccccc1OC)S(=O)(=O)c1ccccc1	i	-9	0.49	1194	-2%	3.2	1.5	0.8	-1.2%	i	20	7	0.49	-0.22	0.14	0.87	nt	nt
CCC(C)n1cnc2c(c1=O)c1nc3ccccc3nc1n2Cc1ccc2c(c1)OCO2 (stereo not drawn)	i	26	nt	nt	13%	2.0	1.3	10	10%	i	35	30	-0.41	-0.2	-0.31	0.23	1.5	879
NC(=O)c1oc2ccccc2c1NC(=O)c1ccc(F)cc1	nt	nt	0.42	1831	4%	9.6	1.0	3.5	-1.8%	i	-7	4	0.35	0.02	0.58	-1.2	-1.2	1174
Fc1cccc(Cn2ccc(-c3ccc4c(c3)OCO4)n2)c1	i	3	1.3	1992	-1%	1.7	1.7	3.4	-2.7%	i	-8	15	nt	nt	nt	nt	-1.5	1034
COc1ccc(-c2nc3ccccc3n2OC(C)C(=O)O)cc1 (stereo not drawn)	i	-39	-0.77	1406	9%	2.7	1.7	3.2	-1.0%	i	-1	-6	-0.13	-0.28	0.031	0.51	-0.8	1001

Additional entries:
SMILES	Autophagy mod	Autophagy mod cell loss 18 h	Insulin prom up	Insulin prom up cell count	AID2073	MT stabilize HCS	MT stabilize HCS Hoechst-high %	MT stabilize HCS cytotoxicity %	HIV fusion peptide	Yfh1-off respiration	WT yeast gro inh	WT yeast gro inh mutant strain	Dynein transport	Dynein transport cytoplasmic EGFP	Dynein transport nuclear GR-EGFP	Dynein transport cell count	bCat nuc transl	bCat nuc transl cell count 5 µM
CC1CCc2nn(CC(=O)N3CCc4ccccc43)cc2C1 (stereo not drawn)	i	-4	0.24	924	-10%	1.1	3.6	7.3	1.5%	i	-10	5	2.7	-0.11	1.9	-1.1	nt	nt
CCN(CC)C(=O)C(=O)Nc1cccc(Br)c1	i	27	0.29	1625	-4%	1.1	1.4	9.1	0.7%	i	-1	4	0.041	-0.32	0.045	0.74	-4.3	1087
Cc1cnc(C)c(N2CCC(C(=O)NCc3ccco3)CC2)n1	i	8	-0.24	1243	-6%	3.9	3.3	7.9	0.3%	i	12	15	-0.98	-0.35	-0.27	0.7	-4.1	916
NC(=O)c1ccc[n+](CC(=O)c2ccc(Br)cc2)c1	i	-15	1.7	1264	-8%	3.5	1.2	5.0	0.4%	i	5	4	-0.07	-0.25	-0.34	0.79	-1.0	1106
Cc1ccc(NC(=O)c2ccc(OCC3CCCO3)cc2)cc1 (stereo not drawn)	i	-1	-0.44	1369	-1%	3.8	2.1	3.5	1.3%	i	-12	-26	-0.7	-0.3	-0.65	0.86	nt	nt
C=C1c2cc(C)ccc2NC(=O)N1c1ccccc1	i	22	0.08	1242	-2%	6.5	1.5	7.1	1.2%	i	-3	-13	-0.34	-0.31	0.34	0.84	-3.0	585
Cc1ccc(NC(=O)c2cc(S(=O)(=O)Nc3ccc(C)cc3)cs2)cc1	i	5	nt	nt	nt	1.3	1.1	8.7	nt	i	nt	nt	-0.82	0.21	-0.28	-1.8	nt	nt
Cc1cccc(NC(=S)NNC(=O)CCn2nc(C)c([N+](=O)[O-])c2C)c1	i	-4	0	1319	-23%	2.8	1.5	8.0	-1.5%	i	-2	-8	-0.52	-0.24	-0.64	-0.34	-3.8	1210
CCOc1ccccc1-n1c(SCC(=O)N2CCCc3ccccc32)nnc1-c1cccnc1	i	11	-0.47	1365	6%	2.8	1.4	7.3	1.3%	i	1	-2	0.2	-0.23	0.18	-0.98	-1.7	942
CC(=O)NS(=O)(=O)c1ccc(NS(=O)(=O)c2ccc(F)cc2)cc1	i	-2	-0.1	1379	26%	2.2	1.8	4.2	0.0%	i	-6	-10	0.58	-0.2	0.46	-0.52	-5.8	966
O=C(CCCN1C(=O)c2cccc3cccc(c23)C1=O)N1CCN(c2ccccc2)CC1	i	9	-1	1419	6%	4.3	3.2	8.3	-1.6%	i	1	0	0.092	-0.26	-0.063	0.41	-1.6	1150

Exported as comma-separated lines: entries from further up
compound,Autophagy mod,Autophagy mod cell loss 18 h,Insulin prom up,Insulin prom up cell count,AID2073,MT stabilize HCS,MT stabilize HCS Hoechst-high %,MT stabilize HCS cytotoxicity %,HIV fusion peptide,Yfh1-off respiration,WT yeast gro inh,WT yeast gro inh mutant strain,Dynein transport,Dynein transport cytoplasmic EGFP,Dynein transport nuclear GR-EGFP,Dynein transport cell count,bCat nuc transl,bCat nuc transl cell count 5 µM
CCOc1ccccc1-n1c(SCC(=O)N2CCCc3ccccc32)nnc1-c1cccnc1,i,11,-0.47,1365,6%,2.8,1.4,7.3,1.3%,i,1,-2,0.2,-0.23,0.18,-0.98,-1.7,942
CC(=O)NS(=O)(=O)c1ccc(NS(=O)(=O)c2ccc(F)cc2)cc1,i,-2,-0.1,1379,26%,2.2,1.8,4.2,0.0%,i,-6,-10,0.58,-0.2,0.46,-0.52,-5.8,966
